# human PMI inhibition – MPI enzyme activity inhibition – biochemical, fluorescence intensity, coupled assay, primary screen (AID 1209) | hit rate 0.42% among 190,000 | purified PMI enzyme, coupled fluorescence intensity; higher % means a stronger effect | inhibition, % at 20 µM; hits with a dose series show IC50 in µM;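 also: plate controls were DMSO vehicle for no effect and wells lacking substrate for full effect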
# PMI inhibition – MPI inhibition at elevated mannose 6-phosphate – biochemical, fluorescence intensity, high mannose 6-phosphate, primary screen (AID 1220). recombinant PMI enzyme, coupled fluorescence intensity; higher % means a stronger effect. hit rate 0.66% among 190,000. inhibition, % at 20 µM; hits with a dose series show IC50 in µM
# WT yeast gro inh – growth inhibition of WT yeast, mitochondrial fusion screen | mitochondrial fusion phenotypic screen, WT strain | inhibition, % at 10 µM | AID 1362 | hit rate 2.1% among 190,000; in the data active = inhibition above about 58%; tested in S. cerevisiae
# TNAP activation fold – stimulation of alkaline phosphatase TNAP activity – biochemical, luminescent, no phosphate acceptor, uHTS, primary screen (AID 1001). hit rate 0.03% among 200,000. activation fold at 20 µM; hits with a dose series show EC50 in µM. purified TNAP, luminescent activation assay, no phosphate acceptor; higher activation fold means a stronger effect; in the data active = activation fold from about 3, or a potency from the dose series; inactive = the rest, 99 in 100 with activation fold below about 1.6; also: many of its hits are not listed in these tables
# LYP inhibition – inhibitors of LYP phosphatase, biochemical, fluorescence intensity, uHTS (AID 1779) | recombinant LYP phosphatase, fluorescence intensity; higher % means a stronger effect | inhibition, % at 11.5 µM; hits with a dose series show IC50 in µM | hit rate 0.054% among 290,000;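 also: plate controls were vehicle with enzyme for no effect and no enzyme for full effect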
# Yfh1-off respiration – mitochondrial function rescue without frataxin homolog – Friedreich's ataxia, plus single-dose screen, dose response (AID 1465); hit rate 0.074% among 220,000; one-dose fold induction at 50 µM; EC50 in µM for titrated hits; S. cerevisiae Yfh1-off respiration, WST-1 reduction, 72 h; higher fold induction means a stronger effect;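 active = fold induction of absorbance versus untreated yeast above a set limit, then at least 30% activation at any dose in follow-up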;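 also: activators that raise dye reduction in frataxin-depleted yeast; strong numbers were not always called active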
# M1AAP inhibition – P. falciparum M1AAP inhibitors, biochemical, fluorogenic H-Leu-NHMec substrate, 1536-well (AID 1445) | recombinant M1AAP, H-Leu-NHMec fluorogenic kinetic assay; higher % means a stronger effect | one-dose inhibition, % at 30 µM; IC50 in µM for titrated hits | hit rate 0.42% among 220,000;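 active = primary inhibition above the hit cutoff, then over 50% inhibition at one or more dose response concentrations, cut at about 23% in these data, passing the limit was not always enough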;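 also: plate controls were DMSO full reaction for no effect and no enzyme background for full effect; strong numbers were not always called active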
# XIAP antagonists – small molecules displacing peptide from XIAP – biochemical, IAP family, fluorescence polarization (AID 1018) | XIAP BIR domain, fluorescence polarization peptide displacement; higher % means a stronger effect | one-dose displacement, % at 20 µM; IC50 in µM for titrated hits | hit rate 0.007% among 200,000; in the data active = displacement above about 50%; also: a part of the inactive calls stands beside numbers as strong as those of hits
# P. falciparum M17LAP – P. falciparum M17LAP inhibitors, primary screen, biochemical, fluorogenic H-Leu-NHMec substrate, 1536-well (AID 1619); recombinant M17LAP, H-Leu-NHMec fluorogenic kinetic assay; higher % means a stronger effect; inhibition, % at 30 µM, or IC50 in µM where a hit was titrated; hit rate 0.38% among 220,000;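 active = compound inhibiting the enzyme by more than half at any dose during confirmatory dose-response retesting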;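 also: plate controls were full reaction with DMSO carrier for no effect and no enzyme background for full effect; strong numbers were not always called active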
# WT yeast gro inh mutant strain – also measured in WT yeast gro inh; calls as there; inhibition, %; mitochondrial fusion phenotypic screen, mutant strain inhibition
# The depositor's hits bear a star; i = inactive; x = no result given; & = joins results of further samples. Rule as the data show it, unless noted: active = inhibition above about 50%; inactive = the rest. Random draw from the library. About 3.7% of those tested had a hit in this group.
# Start of the listing, in advance:
1. CCCN(CCC)CCCNC(=O)CN1C(=O)CSc2ccc(S(=O)(=O)N3CCOCC3)cc21
2. Cc1ccc(-c2csc(NC(=O)c3ccc(-c4ccccc4)cc3)n2)o1
3. CC(=O)Nc1ccc(C(=O)N/N=C/c2ccncc2)cc1
4. Cc1ccc(NC(=O)CN(C)C(=O)C2COc3ccccc3O2)cc1 (stereo not given)
5. CC(C)CC(=O)Nc1ccccc1-c1nnn(CC(=O)N2CCOCC2)n1

assay / compound,1,2,3,4,5
human PMI inhibition,0%,20%,-32%,-1%,5%
PMI inhibition,-5%,18%,-34%,-10%,11%
WT yeast gro inh,-6,77*,4,7,-1
WT yeast gro inh mutant strain,-5,76*,-1,17,6
TNAP activation fold,1.1,1,1.1,1.1,1
LYP inhibition,-9%,6%,-5%,-3%,-5%
Yfh1-off respiration,i,i,i,i,i
M1AAP inhibition,5%,4%,1%,6%,2%
XIAP antagonists,-0.2%,-9.4%,-2.5%,-13%,-1.5%
P. falciparum M17LAP,7%,19%,0%,5%,8%

# Main list, repeating the preview:
1. CCCN(CCC)CCCNC(=O)CN1C(=O)CSc2ccc(S(=O)(=O)N3CCOCC3)cc21
2. Cc1ccc(-c2csc(NC(=O)c3ccc(-c4ccccc4)cc3)n2)o1
3. CC(=O)Nc1ccc(C(=O)N/N=C/c2ccncc2)cc1
4. Cc1ccc(NC(=O)CN(C)C(=O)C2COc3ccccc3O2)cc1 (stereo not given)
5. CC(C)CC(=O)Nc1ccccc1-c1nnn(CC(=O)N2CCOCC2)n1
6. COc1ccc(-c2c3c(cc(C)[n+]2[O-])oc2ccc(OC)cc23)cc1
7. Cn1c(CNc2ccccc2)nc2ccccc21
8. CCC(C)C(NC(=O)c1ccccc1NC(=O)c1ccco1)C(=O)O (stereo not given)

assay / compound,1,2,3,4,5,6,7,8
human PMI inhibition,0%,20%,-32%,-1%,5%,10%,7%,-13%
PMI inhibition,-5%,18%,-34%,-10%,11%,5%,2%,-2%
WT yeast gro inh,-6,77*,4,7,-1,-8,-2,6
WT yeast gro inh mutant strain,-5,76*,-1,17,6,2,22,8
TNAP activation fold,1.1,1,1.1,1.1,1,1.1,1.1,1.2
LYP inhibition,-9%,6%,-5%,-3%,-5%,-9%,-7%,-10%
Yfh1-off respiration,i,i,i,i,i,i,i,i
M1AAP inhibition,5%,4%,1%,6%,2%,-4%,12%,-2%
XIAP antagonists,-0.2%,-9.4%,-2.5%,-13%,-1.5%,-1.3%,-7.8%,-0.7%
P. falciparum M17LAP,7%,19%,0%,5%,8%,-19%,-5%,10%

9. COc1ccc(-n2c(C)cc(SC)c(C(C)=O)c2=S)cc1
10. Cc1ccccc1CS(=O)(=O)CCC(=O)NCCCN1CCN(c2ccccc2F)CC1
11. CCOc1ccc(C(CCc2ccccc2)NC(=O)c2ccccc2F)cc1OCC (stereo not given)
12. CC[C@H](NC(=O)c1c(C)c(-c2ccccc2)nc2ccccc12)c1ccccc1
13. O=C(CSc1nc2ccccc2c(=O)[nH]1)NCc1ccc(Cl)cc1
14. COC(=O)/C=C/c1ccc(OC(=O)c2ccncc2)cc1
15. COc1ccc(CC(=O)Nc2sc(Cc3ccccc3)c(C)c2C(N)=O)cc1
16. O=C(Nn1c(=S)[nH]c2ccccc2c1=O)c1ccncc1

assay / compound,9,10,11,12,13,14,15,16
human PMI inhibition,-10%,-2%,8%,x,4%,-1%,-4%,-8%
PMI inhibition,-18%,-4%,-2%,x,1%,1%,3%,1%
WT yeast gro inh,-38,17,13,x,-2,1,-16,-2
WT yeast gro inh mutant strain,-32,-15,-1,x,-7,-2,-8,-1
TNAP activation fold,1,1.1,1,x,1.1,1.1,1.1,1.1
LYP inhibition,0%,-10%,4%,1%,-4%,1%,2%,-3%
Yfh1-off respiration,i,i,i,i,x,i,i,i
M1AAP inhibition,5%,5%,-2%,-6%,2%,9%,6%,7%
XIAP antagonists,-5.3%,0.9%,-3.8%,x,-11%,-1.4%,-4.8%,-4.4%
P. falciparum M17LAP,10%,9%,-9%,6%,-3%,4%,6%,7%

17. Cn1c(=O)c2c(nc(N3CCCCCC3)n2CCSc2nc3ccccc3o2)n(C)c1=O
18. COc1cc(NC(=O)c2ccco2)c(OC)cc1NC(=O)CCC(=O)Nc1cc(C)cc(C)c1
19. COC(=O)c1c(NC(C)=O)csc1C
20. COc1ccccc1NC(=O)COC(=O)c1ccccc1OCC(=O)Nc1ccc(SC(F)F)cc1
21. CC1=NN(c2nc(-c3ccc(F)cc3)cs2)C(=O)C1
22. CC1CCCCN1C(=O)CSc1nnc(-c2ccco2)n1CC1CCCO1 (stereo not given)
23. CCCOc1ccc(CCc2n[nH]c(=S)n2-c2ccccc2)cc1
24. Cc1ccnc(NS(=O)(=O)c2ccc(NC(=O)c3ccc(S(=O)(=O)N4CC(C)OC(C)C4)cc3)cc2)n1 (stereo not given)

assay / compound,17,18,19,20,21,22,23,24
human PMI inhibition,-1%,21%,x,8%,-17%,-6%,16%,-6%
PMI inhibition,-1%,11%,x,10%,-46%,2%,11%,-12%
WT yeast gro inh,18,16,x,2,3,5,-4,-12
WT yeast gro inh mutant strain,7,15,x,11,-4,3,23,-26
TNAP activation fold,1.2,1.1,x,1,1.1,1.1,1.2,1.1
LYP inhibition,-7%,-1%,-6%,-5%,-3%,-5%,-1%,-3%
Yfh1-off respiration,i,i,i,i,i,i,i,i
M1AAP inhibition,-2%,3%,3%,4%,0%,3%,-5%,1%
XIAP antagonists,-3.9%,-39%,x,-6.1%,-0.4%,-4.7%,0.0%,-4.5%
P. falciparum M17LAP,0%,7%,-1%,2%,12%,11%,1%,-7%

25. Clc1ccc(CSc2ncn(-c3ccccc3)n2)cc1
26. N#CC1=C(SCC(=O)Nc2nccs2)NC(=O)CC1c1ccccc1 (stereo not given)
27. COc1ccc(/C=N/NC(=O)CCc2c(C)n[nH]c2C)cc1O
28. CC(C)(C)c1cccc(OCCCSc2ncccn2)c1
29. CCOC(=O)C1=C(C)NC(C)=C(C(=O)OC)C1c1cccc([N+](=O)[O-])c1 (stereo not given)
30. Cc1ccc(NC(=O)c2cc(S(=O)(=O)N3CCOCC3)c(Br)s2)cc1
31. CSc1ccc(CN2C(=O)NC3(CCCCC3)C2=O)cc1
32. O=C(O)/C=C/c1ccc2noc(-c3ccccc3)c2c1

assay / compound,25,26,27,28,29,30,31,32
human PMI inhibition,-7%,4%,13%,10%,2%&14%,11%,7%,-49%
PMI inhibition,-4%,-5%,9%,8%,-2%&10%,19%,9%,-31%
WT yeast gro inh,34,13,-9,-13,16&27,27,-8,-2
WT yeast gro inh mutant strain,18,12,8,3,1&17,2,-6,6
TNAP activation fold,1,0.8,1.2,1.1,1.1&1.1,1.1,1.1,1.1
LYP inhibition,-6%,-11%,-4%,-6%,3%&6%,0%,-4%,-5%
Yfh1-off respiration,i,i,i,i,i,i,i,i
M1AAP inhibition,-1%,3%,11%,0%,10%&-5%,-2%,0%,10%
XIAP antagonists,-6.9%,-5.7%,-3.8%,-9.5%,-4.9%&-8.8%,-5.1%,2.6%,-2.2%
P. falciparum M17LAP,-7%,-24%,20%,-6%,-5%&-5%,-10%,-7%,-3%

33. O=C(O)C1CC(c2ccc(F)cc2)=NO1 (stereo not given)
34. Cn1c(NC(=O)c2ccc(Br)o2)cc(=O)n(C)c1=O
35. COc1ccc(N2C(=O)CC(NCCNc3ccc([N+](=O)[O-])cn3)C2=O)cc1 (stereo not given)
36. CCN(CC)CCC(c1ccc(N(C)C)cc1)c1c(O)cc(OC)cc1OC (stereo not given)
37. O=C(O)C1C2CC2CN1C(=O)c1ccc(Cl)cc1 (stereo not given)
38. O=C(NC1CCCCCC1)C(=S)NC1CCCCC1
39. Cc1noc(C)c1C(=O)Nc1ccc(F)c(F)c1
40. Cc1ccc(S(=O)(=O)CC#CCOC(=O)c2ccc([N+](=O)[O-])cc2)cc1

assay / compound,33,34,35,36,37,38,39,40
human PMI inhibition,6%,-2%,-5%,x,5%,5%,-1%,31%
PMI inhibition,4%,-9%,-3%,x,11%,1%,-4%,27%
WT yeast gro inh,2,5,-5,x,6,-3,-6,8
WT yeast gro inh mutant strain,3,-3,-11,x,4,-5,-22,11
TNAP activation fold,1.1,1,1.1,x,1.1,1,1.1,1.1
LYP inhibition,16%,-9%,-6%,-7%,-11%,-3%,-1%,-1%
Yfh1-off respiration,i,i,i,i,i,i,i,i
M1AAP inhibition,-2%,0%,9%,1%,4%,-2%,4%,4%
XIAP antagonists,-6.0%,-1.6%,-1.6%,x,-15%,4.4%,-3.7%,-1.5%
P. falciparum M17LAP,5%,21%,20%,-11%,2%,3%,-11%,-3%

41. CCOC(=O)C(C)n1nc(/C=C/c2ccccc2)ccc1=O (stereo not given)
42. O=c1cc(CSc2nnnn2-c2ccccc2)nc2sccn12
43. O=C(NC(=S)NC1CCCC1)c1ccccc1Br
44. N#Cc1c(-c2ccccc2)nc(SCC(=O)N(c2ccccc2)c2ccccc2)[nH]c1=O
45. O=C(O)CCCCCN1C(=O)c2ccc(C(=O)O)cc2C1=O
46. CN(c1ccccc1)S(=O)(=O)c1ccc(Cl)c(C(=O)Nc2ccc(-c3nc4ccccc4[nH]3)cc2)c1
47. COc1cc2[nH]c(=O)n(CCC(=O)NCCCN3CCN(c4ccccc4F)CC3)c(=O)c2cc1OC
48. O=C(NN1CCOCC1)c1ccc(S(=O)(=O)N2CCCCC2)cc1

assay / compound,41,42,43,44,45,46,47,48
human PMI inhibition,-2%,5%,-3%,1%,-12%,10%,1%,-10%
PMI inhibition,-2%,7%,-12%,-7%,-13%,4%,5%,-10%
WT yeast gro inh,-2,-18,27,-10,11,-24,-2,1
WT yeast gro inh mutant strain,-3,-13,6,-12,-2,-22,6,2
TNAP activation fold,1.1,1.2,1,1.1,1,0.8,1.1,1
LYP inhibition,5%,-10%,-4%,3%,-4%,7%,-4%,-7%
Yfh1-off respiration,i,i,i,i,i,i,i,i
M1AAP inhibition,4%,2%,2%,34µM*,-9%,4%,6%,3%
XIAP antagonists,-0.6%,-0.2%,0.3%,-1.2%,0.1%,-2.3%,-10%,-1.6%
P. falciparum M17LAP,-14%,12%,3%,29%,-17%,14%,5%,0%

49. COc1ccc(/C=N/c2c(-c3ccc(OC)cc3)nc3n2CCS3)cc1
50. Cc1cc(C)c(N(C(=O)CN2C(=O)c3ccccc3S2(=O)=O)C(C(=O)NCC2CCCO2)c2ccc(F)cc2)c(C)c1 (stereo not given)
51. Clc1ccccc1OCc1nc(-c2ccncc2)no1
52. N#Cc1sc(NCc2ccccc2)nc1Cl
53. COc1ccc(NC(=O)CN(C)S(=O)(=O)c2ccc3c(c2)OCCO3)c2ncccc12
54. O=C(Cn1cnc2c(oc3ccccc32)c1=O)NCc1ccccc1

assay / compound,49,50,51,52,53,54
human PMI inhibition,26%,21%,11%,-4%,-11%,0%
PMI inhibition,57%*,15%,10%,-6%,17%,2%
WT yeast gro inh,18,43,-13,-12,3,12
WT yeast gro inh mutant strain,21,11,-23,-3,-22,10
TNAP activation fold,0.9,1.1,1.1,1.1,1.1,1
LYP inhibition,4%,-5%,-7%,-5%,0%,-2%
Yfh1-off respiration,i,i,x,i,i,i
M1AAP inhibition,8%,0%,15%,-5%,-11%,-2%
XIAP antagonists,-1.7%,-1.7%,1.3%,-4.4%,1.0%,-5.8%
P. falciparum M17LAP,13%,3%,6%,-5%,10%,-1%
